SENP1 inh: human SENP1 catalytic domain inhibitors, primary screen, biochemical, FRET, uHTS; inhibition, % at 10 µM; hit rate 0.21% among 360,000; Sentrin-specific protease 1 (Homo sapiens), Q9P0U3; recombinant SENP1 catalytic domain, CyPet-SUMO1-YPet FRET cleavage;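 active = inhibition at least 30% at 10 µM, raw YFP signal under a set limit, fluorescence ratio 0.5 to 1.5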;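 also: 0% = enzyme with DMSO and 100% = no enzyme wells; some results filed as inactive read as strong as hits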
Target sequence (Q9P0U3 419-644 limits assumed): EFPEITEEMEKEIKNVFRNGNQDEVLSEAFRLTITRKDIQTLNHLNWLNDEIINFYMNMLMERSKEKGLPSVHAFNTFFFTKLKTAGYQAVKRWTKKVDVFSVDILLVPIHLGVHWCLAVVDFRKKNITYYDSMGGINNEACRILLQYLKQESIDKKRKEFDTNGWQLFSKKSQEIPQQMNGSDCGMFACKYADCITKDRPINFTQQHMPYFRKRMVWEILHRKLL
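system = hSENP1 catalytic domain, recombinant | reagent = SFCypet-SUMO1-SFYpet substrate at 25 nM | doses = one dose per compound, 10 µM, 0.5% DMSO | incubation = enzyme reaction for 50 min at room temperature, dark | measured by = FRET, CFP and YFP emission | controls = no-enzyme low, enzyme-DMSO high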
hIAP act: human IAP activators, primary screen, biochemical, luminescence, uHTS; purified human IAP, CDP-Star luminescence, 30 min; stronger effect = higher value; 1 = vehicle-only enzyme, 0 = enzyme-free background; hit rate 0.16% among 330,000; activation factor at 10 µM; Intestinal-type alkaline phosphatase (Homo sapiens), P09923;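 active = activation factor of the enzyme at least 2-fold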; also: the source names both 10 and 20 µM as test concentration; values of inactives mirror those of a sister screen read the other way
mIAP act: activators of mouse IAP, primary screen, biochemical, luminescence, uHTS. intestinal alkaline phosphatase [Mus musculus]. muIAP, CDP-Star luminescence, 30 min; stronger effect = higher value; 1 = vehicle-only enzyme signal, 0 = enzyme-free wells. activation factor at 10 µM. hit rate 0.24% among 330,000. AID 2805, 2010;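 active = activation factor of at least 2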; also: the source names both 10 and 20 µM as test concentration; values of inactives mirror those of a sister screen read the other way
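Assay system: mouse IAP enzyme; reagent: chemiluminescent substrate CDP-Star; dosing: test compounds delivered from DMSO solution; schedule: 30 min at room temperature; measured by: luminescence from enzymatic CDP-Star hydrolysis; controls: DMSO-only wells and no-enzyme negative control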
NALP3 yeast inh: NALP3 inflammasome inhibitors in reconstituted yeast, primary screen, luminescence, uHTS; Yeast reconstituted NLRP3/ASC/caspase-1, beta-gal luminescence, 24 h; inhibition, % at 10 µM; hit rate 0.39% among 330,000; AID 2825, 2010;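 active = inhibition of 50% or more; inactive = inhibition below 50%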;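 also: plate controls were induced DMSO wells for no effect and uninduced yeast grown without galactose for full effect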
APOBEC3A inh: APOBEC3A ssDNA deaminase inhibitors, primary screen, selectivity assay for APOBEC3G inhibitor project, biochemical, FAM/TAMRA oligo cleavage fluorescence | recombinant A3A, FAM/TAMRA ssDNA deamination fluorescence | DNA dC->dU-editing enzyme APOBEC-3A (Homo sapiens), P31941 | inhibition, % at 20 µM | hit rate 0.41% among 330,000;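 active = at least 40% inhibition at 20 µM here, with at most 30% in a related deaminase screen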;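 also: plate controls were A3A with DMSO for no effect and wells lacking A3A enzyme for full effect; some results filed as inactive read as strong as hits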
Target sequence (P31941 whole entry, looked up): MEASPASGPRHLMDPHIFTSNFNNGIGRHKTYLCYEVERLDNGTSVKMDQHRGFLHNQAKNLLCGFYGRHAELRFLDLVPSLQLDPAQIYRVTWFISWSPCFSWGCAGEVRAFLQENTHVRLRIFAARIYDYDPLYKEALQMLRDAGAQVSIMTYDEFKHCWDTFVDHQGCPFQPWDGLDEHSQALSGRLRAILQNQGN
mIAP inh: inhibitors of mouse IAP, primary screen, biochemical, luminescence, uHTS; hit rate 0.2% among 330,000; inhibition, % at 10 µM; purified mouse IAP, CDP-Star luminescence, 30 min; intestinal alkaline phosphatase [Mus musculus];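 active = inhibition of at least 40% at 10 µM in the primary screen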;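 also: plate controls were DMSO with enzyme for no effect and no enzyme wells for full effect; values of inactives mirror those of a sister screen read the other way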
hIAP inh: human IAP inhibitors, primary screen, biochemical, luminescence, uHTS; hit rate 0.12% among 330,000; purified IAP, CDP-Star luminescence, 30 min; Intestinal-type alkaline phosphatase (Homo sapiens), P09923; inhibition, % at 10 µM; AID 2544, 2010;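 active = inhibition reaching a set limit with compound at 10 µM in the primary screen, cut at about 35% in these data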;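 also: plate controls were DMSO wells with enzyme for no effect and no-enzyme buffer wells for full effect; values of inactives mirror those of a sister screen read the other way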
MIN6 prolif: inducers of MIN6 beta-cell proliferation, primary screen, ATP luminescence, uHTS. hit rate 0.29% among 330,000. MIN6 cells proliferation, ATPlite luminescence, 48 h; cells starved in 0.2% serum; 100% = growth in 10% serum. proliferation, % at 10 µM. AID 2380, 2010;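 active = compounds whose signal lies at least 3.5 SD above the mean of all wells on their plate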;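 also: 0% = DMSO-treated cells in low-serum medium and 100% = 10% serum control; some compounds called inactive have numbers as strong as hits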
A3G deaminase: APOBEC3G DNA deaminase inhibitors, primary screen, biochemical, fluorescence, single-stranded DNA substrate, uHTS; DNA dC->dU-editing enzyme APOBEC-3G (Homo sapiens), Q9HC16; recombinant A3G, ssDNA deamination FAM/TAMRA fluorescence; AID 493012, 2011; hit rate 0.28% among 330,000; inhibition, % at 20 µM;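 active = inhibition of at least 40% at 20 µM, with no more than 30% in the related APOBEC3A deaminase screen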;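 also: plate controls were DMSO wells with A3G for no effect and wells lacking A3G enzyme for full effect; some compounds called inactive have numbers as strong as hits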
Target sequence (Q9HC16 whole entry, looked up): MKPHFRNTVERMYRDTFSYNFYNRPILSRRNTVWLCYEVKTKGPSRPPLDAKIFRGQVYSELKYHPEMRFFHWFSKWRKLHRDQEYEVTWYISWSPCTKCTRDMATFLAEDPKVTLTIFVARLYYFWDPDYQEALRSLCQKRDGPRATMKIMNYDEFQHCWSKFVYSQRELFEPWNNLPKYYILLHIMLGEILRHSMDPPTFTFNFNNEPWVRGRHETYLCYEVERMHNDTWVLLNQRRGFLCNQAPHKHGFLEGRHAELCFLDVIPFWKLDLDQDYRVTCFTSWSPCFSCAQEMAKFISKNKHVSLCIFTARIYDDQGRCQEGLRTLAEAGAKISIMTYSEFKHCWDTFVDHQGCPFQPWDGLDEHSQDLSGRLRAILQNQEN
* = called active by the depositor; · = no result given.

The first 7 compounds, to show the layout:
Screens in order: SENP1 inh, hIAP act, mIAP act, NALP3 yeast inh, APOBEC3A inh, mIAP inh, hIAP inh, MIN6 prolif, A3G deaminase
> c1cc(CNc2ccc3c(c2)OCO3)ccn1
  -91, 1, 0.95, 14, -1, 5, 0, 0, 13
> COc1ccc(C(NC(=O)C(C)(C)C)NC(=O)C(C)(C)C)cc1
  2, 1, 1.1, 19, -2, -6, -1, -2, -2
> Nc1nc(SCC(=O)Nc2ccc3c(c2)OCO3)n[nH]1
  -1, 1.1, 1.1, -4, -2, -12, -8, 0, -2
> O=C(CN1CCCCCC1=O)N1CCN(S(=O)(=O)c2cccs2)CC1
  1, 1.1, 1, -1, -4, -1, -10, 0, 0
> COc1ccc(OC)c(NC(=O)c2cccnc2Sc2ccccc2)c1
  2, 1.2, 0.98, 15, -1, 2, -20, 0, -13
> Cc1ccc(Cl)cc1NC(=O)CNCC(c1ccccc1)N(C)C (stereo not given)
  2, 1, 1, 18, -9, -4, -3, -2, -8
> C/C(=N\NC(=O)c1ccccc1)c1ccc(N2CCOCC2)cc1
  -2, 1.2, 0.94, 2, 1, 6, -18, -2, 1

This part in full (from the top)
Screens in order: SENP1 inh, hIAP act, mIAP act, NALP3 yeast inh, APOBEC3A inh, mIAP inh, hIAP inh, MIN6 prolif, A3G deaminase
> c1cc(CNc2ccc3c(c2)OCO3)ccn1
  -91, 1, 0.95, 14, -1, 5, 0, 0, 13
> COc1ccc(C(NC(=O)C(C)(C)C)NC(=O)C(C)(C)C)cc1
  2, 1, 1.1, 19, -2, -6, -1, -2, -2
> Nc1nc(SCC(=O)Nc2ccc3c(c2)OCO3)n[nH]1
  -1, 1.1, 1.1, -4, -2, -12, -8, 0, -2
> O=C(CN1CCCCCC1=O)N1CCN(S(=O)(=O)c2cccs2)CC1
  1, 1.1, 1, -1, -4, -1, -10, 0, 0
> COc1ccc(OC)c(NC(=O)c2cccnc2Sc2ccccc2)c1
  2, 1.2, 0.98, 15, -1, 2, -20, 0, -13
> Cc1ccc(Cl)cc1NC(=O)CNCC(c1ccccc1)N(C)C (stereo not given)
  2, 1, 1, 18, -9, -4, -3, -2, -8
> C/C(=N\NC(=O)c1ccccc1)c1ccc(N2CCOCC2)cc1
  -2, 1.2, 0.94, 2, 1, 6, -18, -2, 1
> Cc1cc(C(F)(F)F)c(C#N)c(SCC(=O)Nc2nc3cc(Br)ccc3s2)n1
  18, 1, 0.86, 21, -4, 14, 0, -6, -4
> Cc1cccc(NC(=O)NNC(=O)c2sccc2-n2cccc2)c1
  3, 1.2, 1, -2, -1, -3, -22, 0, -3
> O=C(Nc1ccc(F)cc1)c1nc2c(nnn2Cc2cccc3ccccc23)c(=O)[nH]1
  2, 1.2, 0.82, -5, 5, 18, -20, -6, 0
> CCN1CCN(C(=O)Nc2cccc(C(F)(F)F)c2)CC1
  1, 1.1, 0.98, 8, 1, 2, -14, 2, -5
> O=C(CSc1nnc(-c2ccco2)o1)c1ccc[nH]1
  -6, 0.94, 0.69, 3, 16, 31, 6, 2, 7
> O=C(O)CSCc1nc2scc(-c3ccccc3)c2c(=O)[nH]1
  -2, 0.95, 1.1, 18, -4, -14, 5, 0, -8
> COc1cccc2cc(C(=O)NC3CC(C)(C)NC(C)(C)C3)c(=O)oc12
  ·, 0.94, 0.97, 10, 1, 3, 6, 1, -2
> Cc1nc(C)c(-c2nnc(-c3cccc(S(=O)(=O)N(C)C)c3)o2)cc1C(=O)NN
  0, 1, 1.1, 12, -1, -6, -4, -1, -4
> CCn1c(CCC(=O)N(C)CC(=O)Nc2cccc(F)c2)nc2cc(S(=O)(=O)N(C)C)ccc21
  -10, 1.1, 0.93, 4, 20, 7, -7, 0, -4
> O=C(N/N=C/c1oc(O)c2ccccc12)c1ccccc1
  0, 1.2, 0.96, 13, -2, 4, -24, -1, -4
> CC(=O)Nc1ccc(NC2CCCCC2NS(=O)(=O)c2ccc(Cl)cc2)cc1 (stereo not given)
  -3, 1.3, 0.94, 7, -6, 6, -33, 0, -1
> CCCCC(c1nnnn1CS(=O)(=O)c1ccc(C)cc1)N1CCN(c2ccccc2)CC1 (stereo not given)
  3, 1.1, 0.93, 7, -1, 7, -6, -3, -3
> O=C(c1nc2n(n1)C(c1ccc(Cl)cc1)C=C(c1ccccc1)N2)N1CCOCC1 (stereo not given)
  -19, 1.1, 1, -23, -7, -3, -8, 1, -10
> COc1ccc(C(=O)N2CCN(c3cccc(Cl)c3)CC2)cc1
  2, 1.2, 1, 6, 1, 0, -18, -4, -1
> Cc1cc(-c2onc(C)c2C(N)=O)no1
  1, 0.81, 1, 5, -1, -4, 19, -1, -7
> COc1ccc(CN(C)C(C)C(=O)N(C)CC(=O)Nc2ccc(C)cc2)cc1F (stereo not given)
  3, 1, 1.1, 7, -3, -7, -4, -6, -5
> CC(/C=C1\SC(=S)N(C(C(=O)O)c2ccccc2)C1=O)=C\c1ccccc1 (stereo not given)
  -5, 0.87, 0.86, 6, -9, 14, 13, -6, -8
> COc1ccc(-c2ccc(OC)c([C@H]3[C@H]4C=CC[C@@H](C)[C@@H]4C(=O)N3Cc3ccccc3)c2)cc1C
  0, 0.8, 1.1, -7, 0, -8, 20, -8, -5
> COC(=O)[C@]1(Cc2ccccc2)N[C@H](CN(C)C(=O)COc2ccccc2)[C@@H]2C(=O)N(C)C(=O)[C@@H]21
  3, 0.96, 0.91, 8, -4, 9, 4, -3, -6
> CN(Cc1ccccc1)C(=O)CN1C(=O)C2C3C=CC(C3)C2C1=O (stereo not given)
  0, 0.84, 0.97, 13, 3, 3, 16, -1, -1
> Cc1cnc(NC(=O)C2CC(=O)N(c3ccc4c(c3)OCCO4)C2)s1 (stereo not given)
  1, 1.2, 1, 15, -2, -2, -21, -2, -4
> CCC1CCCCN1CCCNC(=O)Cn1nc(-c2ccc(C)cc2)ccc1=O (stereo not given)
  -6, 0.78, 0.99, 1, -6, 0, 22, -1, -8
> Cc1cccc(-c2oc3ccc(-c4ccc5c(c4)OCO5)cc3c2C(=O)OCc2ccc(O)cc2)c1
  0, 1.1, 0.95, 15, 4, 5, -10, -8, 4
> CSc1cccc(NC(=O)c2ccccn2)c1
  ·, 0.93, 1, -3, 1, -4, 7, -1, -1
> CC(C)(C)N=C1NN=C(c2ccc(Cl)cc2)CS1
  -7, 0.93, 0.94, 10, -3, 6, 7, -2, -2
> CN(C(=O)c1ccc(NC(=O)Cc2cccc([N+](=O)[O-])c2)cc1)C1CC1
  1, 1.1, 0.99, 14, -1, 1, -6, 0, -3
> CCc1ccc(CN(C)Cc2nc(COc3ccccc3)no2)nc1
  0, 1.3, 1.1, 17, 1, -11, -28, 0, -1
> Cc1ccc(S(=O)(=O)Cc2ccc(C(=O)NCc3cccs3)o2)cc1
  2, 0.97, 0.96, 18, 4, 4, 3, -2, -1
> COc1ccc(C2NC(=O)NC(C)=C2C(=O)OC2CCCC(C)C2)cc1 (stereo not given)
  2, 1.1, 1.1, 17, -5, -5, -6, -3, -5
> O=C(Oc1cccc2cccnc12)c1cccc([N+](=O)[O-])c1
  -1, 1.2, 1.1, -3, -5, -14, -21, -1, -7
> Cc1ccc(C)c(N2CCN(S(=O)(=O)c3ccc(-c4cc(C)no4)s3)CC2)c1
  0, 1.3, 0.97, 8, 1, 3, -27, -6, -2
> Nc1ccccc1C(=O)NNC1=C(C(=O)C(F)(F)F)CCC1
  2, 1.3, 1, 1, -2, -1, -28, -2, -3
> Cn1c(O)c(N=NC(=O)c2cc(-c3cccs3)nc3ccccc23)c2ccccc21
  3, 0.93, 0.83, 28, 2, 17, 7, 0, 2
> O=C1CC(N2CCC(c3nc4ccccc4o3)CC2)C(=O)N1Cc1cccs1 (stereo not given)
  1, 1, 0.95, 2, 5, 5, -2, -2, -2
> COc1cc([C@@H]2C[C@H]3CN(c4ccccc4)C(=O)[C@]34CCCN24)cc(OC)c1OC
  2, 1, 0.98, 5, 2, 2, -2, -1, -4
> COc1ccccc1NC(=O)Cn1cnc2sc(C(=O)NCc3ccco3)c(C)c2c1=O
  3, 1.1, 1, 12, 1, -3, -11, -2, 2
> Cc1ccc(C2CC(=O)Nc3c2ccc2ccccc32)cc1[N+](=O)[O-] (stereo not given)
  1, 0.81, 0.98, 4, 3, 2, 19, -4, -2
> CCc1nnc(NC(=O)c2ccc(S(=O)(=O)N3CCCC(C)C3)cc2)s1 (stereo not given)
  1, 1.1, 0.96, 5, 0, 4, -11, -1, -5
> COc1ccc(S(=O)(=O)N2N=C(c3ccc(NS(C)(=O)=O)cc3)CC2c2ccco2)cc1 (stereo not given)
  -12, 0.83, 0.95, 9, -1, 4, 17, -2, -4
> Cc1ccc(S(=O)(=O)c2ccc(Cl)cc2)cc1S(=O)(=O)NC(C)C(=O)O (stereo not given)
  0, 1.1, 1.1, -4, 4, -8, -13, 2, -5

This is a subset, so the mix of outcomes need not match the whole.
